CHO parental Ca: signal in parental CHO cells, OX1R antagonist counter-screen. parental CHO-K1, ATP-induced calcium, Fluo-8 fluorescence. AID 463079. 330,000 tested, 0.63% active. inhibition, % at 5.6 µM;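 active means inhibition above that plate's mean sample inhibition plus 3 SD, cut at about 26% in these data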;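 further: 0% = ATP-challenged DMSO wells and 100% = DMSO wells without ATP; some compounds past the cut are filed as inactive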
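Test system: untransfected parental CHO cell line. Compound: one dose, 5.6 µM nominal. Detection: intracellular calcium via Fluo-8 no-wash fluorescent dye. Measure: % inhibition. Benchmarks: ATP-challenged DMSO wells low, unchallenged DMSO wells high.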
CHRM1 antagonist: antagonists of human M1 muscarinic receptor; P11229; CHO-K1 hM1, Fluo-8 calcium fluorescence, ACh EC80 antagonist; inhibition, % at 3 µM; 360,000 tested, 1.3% active;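 active means percent inhibition above its own plate's cutoff, namely the mean of that plate's compound wells plus 3 SD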;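 further: peak over basal fluorescence ratio during 140 s after agonist addition; 0% = ACh EC80 plus DMSO and 100% = DMSO alone without agonist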
M1 ag: human M1 muscarinic receptor agonism; P11229; CHO-K1 hM1, Fluo-8 calcium fluorescence, agonist mode; 0% DMSO, 100% acetylcholine EC100; activation, % at 3 µM; 360,000 tested, 0.33% active; AID 588814;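 active means activation above the run's mean compound activation plus 3 SD, cut at about 16% in these data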;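 further: peak over basal fluorescence ratio within a 140 s kinetic read after compound addition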
TAAR1 antag: human TAAR1 antagonism; AID 624466; 360,000 tested, 1.5% active; inhibition, % at 3 µM; Q96RJ0; CHO RD-HGA16 TAAR1, Fluo-8 calcium fluorescence, antagonist;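 active means inhibition above a per-plate cutoff, the mean inhibition of test compounds on that plate plus 3 SD, cut at about 49% in these data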;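 further: 0% = DMSO plus EC80 beta-PEA response and 100% = DMSO alone without agonist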
Target sequence (Q96RJ0 whole entry, looked up): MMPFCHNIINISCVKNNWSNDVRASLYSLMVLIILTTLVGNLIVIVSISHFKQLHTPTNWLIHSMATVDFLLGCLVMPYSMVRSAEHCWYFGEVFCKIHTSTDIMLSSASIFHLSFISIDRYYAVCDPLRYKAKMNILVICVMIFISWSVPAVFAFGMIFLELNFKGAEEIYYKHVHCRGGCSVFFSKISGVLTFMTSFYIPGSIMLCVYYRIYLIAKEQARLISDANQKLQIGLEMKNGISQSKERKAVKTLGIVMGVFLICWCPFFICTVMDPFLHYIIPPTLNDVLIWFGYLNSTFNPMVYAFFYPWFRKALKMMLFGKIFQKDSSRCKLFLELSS
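Test system: CHO RD-HGA16 cells bearing hTAAR1 | Reagent: β-PEA, EC80 | Compound dosing: 3 µM, single point | Schedule: Dye loading 75 min at 37 °C, then 30 min room temperature | Signal: Calcium fluorescence with Fluo-8 | Evaluation: Percent inhibition of PEA-evoked calcium signal, max/basal emission ratio | Control set: DMSO-only wells and EC80 β-PEA-stimulated wells | Repeats: Singlicate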
CHO-K1 Ca antag: M1 antagonist counterscreen hit in parental CHO-K1 cells; 360,000 tested, 0.6% active; ATP-induced calcium, Fluo-8 fluorescence; inhibition, % at 3 µM;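 active means inhibition above a per-plate cutoff, the plate's mean sample inhibition plus 3 SD, cut at about 24% in these data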;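 further: 0% = DMSO plus EC80 ATP and 100% = DMSO alone without ATP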
OXTR potentiate: potentiates the human oxytocin receptor response; P30559; CHO-OTR cells, Fluo-8 calcium fluorescence, potentiator mode; 0% = oxytocin EC15, 100% = EC100; activation, % at 3 µM; 320,000 tested, 0.061% active; AID 2445;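 active means activation above that plate's cutoff, the mean activation of tested compounds plus 3 SD, cut at about 6.6% in these data, passing the limit was not always enough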;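 further: 100% uses oxytocin at 75 nM as the full agonist control; some results filed as inactive read as strong as hits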
Target sequence (P30559 whole entry, looked up): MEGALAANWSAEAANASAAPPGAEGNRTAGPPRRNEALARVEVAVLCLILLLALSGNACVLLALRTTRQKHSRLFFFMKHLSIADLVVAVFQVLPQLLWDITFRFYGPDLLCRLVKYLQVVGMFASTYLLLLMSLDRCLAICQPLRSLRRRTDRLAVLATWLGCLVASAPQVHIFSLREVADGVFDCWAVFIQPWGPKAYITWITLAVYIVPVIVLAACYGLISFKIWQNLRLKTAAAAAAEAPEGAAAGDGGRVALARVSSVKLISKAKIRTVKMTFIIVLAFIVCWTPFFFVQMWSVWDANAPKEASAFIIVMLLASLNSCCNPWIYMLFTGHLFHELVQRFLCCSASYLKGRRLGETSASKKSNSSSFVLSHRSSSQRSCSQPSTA
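Assay system: CHO-OTR cells, human receptor / Also added: oxytocin at about EC15, sub-maximal agonist stimulus / Dosing: single dose, 3.0 µM nominal final compound concentration / Incubation: 6 min pre-incubation, 100 s read / Technique: Fluo-8 calcium dye fluorescence / Read-out: % activation vs EC15 and EC100 oxytocin / Benchmarks: EC15 oxytocin low, 75 nM oxytocin high / Replicates: singlicate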
TAAR1 agonist: agonists of human TAAR1 | Q96RJ0 | CHO RD-HGA16 TAAR1, Fluo-8 calcium fluorescence; vehicle wells 0%, saturating PEA agonist 100% | activation, % at 3 µM | 360,000 tested, 0.99% active | AID 624467;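 active means activation above the mean activation of all test compounds in the run plus 3 SD, cut at about 38% in these data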
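System: CHO-derived RD-HGA16 cells with stable Gα16 and human TAAR1 / Times: 17-24 h plating, Fluo-8 75 min 37 °C, 30 min RT / Technique: calcium-sensitive Fluo-8 signal, excitation 470-495, emission 515-575 nm / Measure: % activation relative to PEA EC100 response / Benchmarks: DMSO and PEA EC100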
M1 PAM parental: counter-screen for M1 PAMs: effect in parental CHO-K1 cells. 360,000 tested, 0.02% active. ATP EC20, Fluo-8 calcium fluorescence; 0% at ATP EC20, 100% at ATP max. activation, % at 3 µM;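 active means activation above the run cutoff, the mean activation of all test compounds plus 3 SD, cut at about 40% in these data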;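 further: peak over basal fluorescence ratio in a 140 s read after ATP addition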
M1 ag parental: counter-screen for M1 agonists: effect in parental CHO-K1 cells. AID 602248. 360,000 tested, 0.48% active. activation, % at 3 µM. Fluo-8 calcium fluorescence; scaled to maximal ATP response, vehicle zero; in the data active means activation above about 15%;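 further: untransfected CHO-K1 host cells lacking M1 receptor as counterscreen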
* marks the source's active call; other numbers are inactive results.

Results for O=C(CCOc1ccccc1)Nc1ccnn1C1CCN(Cc2ccc(CO)o2)CC1 ?
CHO parental Ca: -5; CHRM1 antagonist: 1; M1 ag: -3; TAAR1 antag: 5; CHO-K1 Ca antag: -7; OXTR potentiate: -7; TAAR1 agonist: 0; M1 PAM parental: -18; M1 ag parental: 0.3

Results for Cc1ccc(C(=O)Nc2cccnc2Cl)cc1Cl ?
CHO parental Ca: -21; CHRM1 antagonist: -6; M1 ag: -1; TAAR1 antag: -12; CHO-K1 Ca antag: 2; OXTR potentiate: 3; TAAR1 agonist: 5; M1 PAM parental: 12; M1 ag parental: 5.2

What do the screens show for `Cc1cccc(NC(=O)c2cccc(C(F)(F)F)c2)c1`?
CHO parental Ca: -17; CHRM1 antagonist: 7; M1 ag: -10; TAAR1 antag: -18; CHO-K1 Ca antag: 6; OXTR potentiate: -1; TAAR1 agonist: 0; M1 PAM parental: 2; M1 ag parental: 0.1

How did O=C(NCCCc1ccccc1)C(=O)c1c[nH]c2ccccc12 do in these assays?
CHO parental Ca: -14; CHRM1 antagonist: -1; M1 ag: -3; TAAR1 antag: -6; CHO-K1 Ca antag: 2; OXTR potentiate: -6; TAAR1 agonist: 1; M1 PAM parental: -9; M1 ag parental: 0.3

How did Cc1ccc2c(CN3CCOCC3)cc(=O)oc2c1C do in these assays?
CHO parental Ca: -15; CHRM1 antagonist: -6; M1 ag: -7; TAAR1 antag: -10; CHO-K1 Ca antag: 4; OXTR potentiate: 3; TAAR1 agonist: 4; M1 PAM parental: -1; M1 ag parental: -0.2

How did CCOC(=O)c1oc2nc(C(C)C)c3c(c2c1N)CC(C)(C)OC3 do in these assays?
CHRM1 antagonist: 4; M1 ag: -3; TAAR1 antag: -2; CHO-K1 Ca antag: -17; TAAR1 agonist: -2; M1 PAM parental: 12; M1 ag parental: 0.8

How did CC(=O)Nc1ccc(S(=O)(=O)Nc2cccc(-c3cn4cccnc4n3)c2)cc1 do in these assays?
CHO parental Ca: -12; CHRM1 antagonist: -5; M1 ag: -1; TAAR1 antag: -9; CHO-K1 Ca antag: -10; OXTR potentiate: -9; TAAR1 agonist: 7; M1 PAM parental: 3; M1 ag parental: 0.0

How did COc1ccc(N2CCN(Cc3cc(=O)oc4cc(C)c(Cl)cc34)CC2)cc1 do in these assays?
CHO parental Ca: -8; CHRM1 antagonist: -3; M1 ag: -4; TAAR1 antag: -7; CHO-K1 Ca antag: -8; OXTR potentiate: 2; TAAR1 agonist: 16; M1 PAM parental: 10; M1 ag parental: 0.8

How did Cn1c(C2CC(=O)N(Cc3ccccc3)C2)nc2ccccc21 (configuration not stated) do in these assays?
CHO parental Ca: -11; CHRM1 antagonist: -7; M1 ag: -1; TAAR1 antag: -6; CHO-K1 Ca antag: -3; OXTR potentiate: -3; TAAR1 agonist: 3; M1 PAM parental: -2; M1 ag parental: 0.7

What do the screens show for `COc1cc([N+](=O)[O-])ccc1NC(=O)NNC(=O)CCc1ccccc1`?
CHO parental Ca: -11; CHRM1 antagonist: -23; M1 ag: 1; TAAR1 antag: -14; CHO-K1 Ca antag: -8; OXTR potentiate: -7; TAAR1 agonist: 2; M1 PAM parental: 19; M1 ag parental: 2.5

How did Cc1ccc(SCc2[nH]nc3c2C2(C(=O)N(C)c4ccccc42)C(C#N)=C(N)O3)cc1 (configuration not stated) do in these assays?
CHO parental Ca: -17; CHRM1 antagonist: -20; M1 ag: -3; TAAR1 antag: 6; CHO-K1 Ca antag: 2; OXTR potentiate: -5; TAAR1 agonist: 3; M1 PAM parental: 10; M1 ag parental: 0.2

Results for Cc1ccc(NC(=O)c2cc3c(s2)CCC3)cc1S(=O)(=O)N1CCOCC1 ?
CHO parental Ca: -15; CHRM1 antagonist: 3; M1 ag: -4; TAAR1 antag: 22; CHO-K1 Ca antag: 2; OXTR potentiate: -20; TAAR1 agonist: 8; M1 PAM parental: 0; M1 ag parental: 0.5

What do the screens show for `COc1ccc(OC)c(NC(=O)CSc2nnc(Cn3c(=O)sc4ccccc43)n2C)c1`?
CHO parental Ca: -21; CHRM1 antagonist: 1; M1 ag: -5; TAAR1 antag: -29; CHO-K1 Ca antag: -6; OXTR potentiate: 8; TAAR1 agonist: 2; M1 PAM parental: 9; M1 ag parental: 0.4

How did O=C(Nc1ccccc1C(=O)NC(Cc1c[nH]c2ccccc12)C(=O)O)c1ccccc1 (configuration not stated) do in these assays?
CHO parental Ca: -11; CHRM1 antagonist: -18; M1 ag: -2; TAAR1 antag: -16; CHO-K1 Ca antag: -8; OXTR potentiate: 0; TAAR1 agonist: 0; M1 PAM parental: 21; M1 ag parental: 0.8

How did O=C(c1cccs1)N1CCN(c2ccc(F)cc2)CC1 do in these assays?
CHO parental Ca: -15; CHRM1 antagonist: -15; M1 ag: -2; TAAR1 antag: -4; CHO-K1 Ca antag: -14; OXTR potentiate: -2; TAAR1 agonist: 6; M1 PAM parental: 16; M1 ag parental: 5.3

What do the screens show for `CCOC(=O)Cc1csc(NC(=O)CCCc2ccccc2)n1`?
CHO parental Ca: -10; CHRM1 antagonist: -13; M1 ag: -3; TAAR1 antag: -11; CHO-K1 Ca antag: 4; OXTR potentiate: -3; TAAR1 agonist: 5; M1 PAM parental: 11; M1 ag parental: 11

What do the screens show for `CC1Cc2ccccc2N1C(=O)Cn1cc([N+](=O)[O-])cn1` (configuration not stated)?
CHO parental Ca: -1; CHRM1 antagonist: -11; M1 ag: -1; TAAR1 antag: -17; CHO-K1 Ca antag: -11; OXTR potentiate: -6; TAAR1 agonist: 5; M1 PAM parental: 23; M1 ag parental: 1.2

What do the screens show for `COc1cccc(CNC(=O)CSCC(=O)Nc2ccc(C)cc2)c1`?
CHO parental Ca: -22; CHRM1 antagonist: -2; M1 ag: -5; TAAR1 antag: -2; CHO-K1 Ca antag: 0; OXTR potentiate: -4; TAAR1 agonist: -1; M1 PAM parental: 13; M1 ag parental: -0.4

How did CC1Sc2ccc(S(=O)(=O)CCC(=O)NCc3ccccc3Cl)cc2NC1=O (configuration not stated) do in these assays?
CHO parental Ca: -16; CHRM1 antagonist: 4; M1 ag: -1; CHO-K1 Ca antag: -11; OXTR potentiate: -6; M1 PAM parental: 10; M1 ag parental: 5.8

Results for O=C(Nc1ccc(Cl)cc1)c1ccc2c(c1)S(=O)(=O)c1ccccc1C2=O ?
CHO parental Ca: -8; CHRM1 antagonist: -3; M1 ag: -4; TAAR1 antag: 8; CHO-K1 Ca antag: -7; OXTR potentiate: 6; TAAR1 agonist: 3; M1 PAM parental: 7; M1 ag parental: 0.0

Results for O=C(CCCN1C(=O)/C(=C/c2ccc(F)cc2)SC1=S)NCCCn1ccnc1 ?
CHO parental Ca: -10; CHRM1 antagonist: 8; M1 ag: -2; TAAR1 antag: 13; CHO-K1 Ca antag: -7; OXTR potentiate: -22; TAAR1 agonist: 1; M1 PAM parental: 3; M1 ag parental: 7.3

How did CC(=O)c1ccc(S(=O)(=O)N2CCN(CCOc3ccccc3)CC2)cc1 do in these assays?
CHO parental Ca: -19; CHRM1 antagonist: -7; M1 ag: -5; TAAR1 antag: -3; CHO-K1 Ca antag: -16; OXTR potentiate: -5; TAAR1 agonist: 0; M1 PAM parental: 10; M1 ag parental: 5.3

How did Cn1cc(Br)c(C(=O)NNC(=O)Nc2ccccc2C(F)(F)F)n1 do in these assays?
CHO parental Ca: -7; CHRM1 antagonist: -8; M1 ag: 0; TAAR1 antag: 17; CHO-K1 Ca antag: -12; OXTR potentiate: -18; TAAR1 agonist: 7; M1 PAM parental: 17; M1 ag parental: 0.9

Results for CCOC(=O)Cc1[nH]nc2c1C(c1cccc(OC)c1OC)C(C#N)=C(N)O2 (configuration not stated) ?
CHO parental Ca: -18; CHRM1 antagonist: -17; M1 ag: 0; TAAR1 antag: 1; CHO-K1 Ca antag: -8; OXTR potentiate: 0; TAAR1 agonist: 1; M1 PAM parental: 15; M1 ag parental: 0.2

What do the screens show for `CCOC(=O)C(CC)n1cnc2sc3c(c2c1=O)CCC3` (configuration not stated)?
CHO parental Ca: 9; CHRM1 antagonist: 0; M1 ag: -5; TAAR1 antag: -15; CHO-K1 Ca antag: 6; OXTR potentiate: 13; TAAR1 agonist: -3; M1 PAM parental: 5; M1 ag parental: -0.4

How did CC(C)(C)C1=C(C#N)C(c2ccc3c(c2)OCO3)C(C#N)=C(N)O1 (configuration not stated) do in these assays?
CHO parental Ca: -15; CHRM1 antagonist: 0; M1 ag: -4; TAAR1 antag: 1; CHO-K1 Ca antag: -8; OXTR potentiate: -8; TAAR1 agonist: -1; M1 PAM parental: 20; M1 ag parental: 0.9

How did Cc1ccc(C)c(OCc2ccc(C(=O)NN)o2)c1 do in these assays?
CHO parental Ca: -37; CHRM1 antagonist: -2; M1 ag: -2; TAAR1 antag: -28; CHO-K1 Ca antag: -6; OXTR potentiate: -5; TAAR1 agonist: -1; M1 PAM parental: -16; M1 ag parental: 0.3

How did Cc1ccc(Oc2ccc(S(=O)(=O)N3CCOCC3)cc2C(N)=O)cc1C do in these assays?
CHO parental Ca: 0; CHRM1 antagonist: -2; M1 ag: -2; TAAR1 antag: 10; CHO-K1 Ca antag: 18; OXTR potentiate: -7; TAAR1 agonist: 1; M1 PAM parental: -14; M1 ag parental: 2.2

Results for O=C(Nc1ccccc1Cl)NC1(C(=O)N2CCCC2)CCCCC1 ?
CHO parental Ca: -10; CHRM1 antagonist: -12; M1 ag: -1; TAAR1 antag: -29; CHO-K1 Ca antag: -9; OXTR potentiate: -11; TAAR1 agonist: 8; M1 PAM parental: 10; M1 ag parental: 0.2

Three compounds out of the list, arranged by length of the SMILES, ascending:
What do the screens show for `CCOC(=O)Cc1csc(NC(=O)CCCc2ccccc2)n1`?
CHO parental Ca: -10; CHRM1 antagonist: -13; M1 ag: -3; TAAR1 antag: -11; CHO-K1 Ca antag: 4; OXTR potentiate: -3; TAAR1 agonist: 5; M1 PAM parental: 11; M1 ag parental: 11

How did CC1Sc2ccc(S(=O)(=O)CCC(=O)NCc3ccccc3Cl)cc2NC1=O (configuration not stated) do in these assays?
CHO parental Ca: -16; CHRM1 antagonist: 4; M1 ag: -1; CHO-K1 Ca antag: -11; OXTR potentiate: -6; M1 PAM parental: 10; M1 ag parental: 5.8

How did CC(C)(C)C1=C(C#N)C(c2ccc3c(c2)OCO3)C(C#N)=C(N)O1 (configuration not stated) do in these assays?
CHO parental Ca: -15; CHRM1 antagonist: 0; M1 ag: -4; TAAR1 antag: 1; CHO-K1 Ca antag: -8; OXTR potentiate: -8; TAAR1 agonist: -1; M1 PAM parental: 20; M1 ag parental: 0.9

High-throughput results from PubChem BioAssay.
